High-throughput results deposited in PubChem by The Scripps Research Institute Molecular Screening Center.
IDE cell inh – inhibitors of human insulin-degrading enzyme in cells; P14735; HEK cells, FAbetaB cleavage, fluorescence polarization; inhibition, % at 5.59 µM; 320,000 compounds, 0.41% hits;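 active means percent inhibition above the average of all tested compounds plus 3 SD, set per screening campaign, cut at about 16% in these data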;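 further: IDE supplied by intact live HEK cells; FP after avidin binding of uncleaved biotin substrate so inhibition keeps polarization high; 0% = DMSO wells and 100% = 60 µM reference IDE inhibitor Ii1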
Target sequence (P14735 whole entry, looked up): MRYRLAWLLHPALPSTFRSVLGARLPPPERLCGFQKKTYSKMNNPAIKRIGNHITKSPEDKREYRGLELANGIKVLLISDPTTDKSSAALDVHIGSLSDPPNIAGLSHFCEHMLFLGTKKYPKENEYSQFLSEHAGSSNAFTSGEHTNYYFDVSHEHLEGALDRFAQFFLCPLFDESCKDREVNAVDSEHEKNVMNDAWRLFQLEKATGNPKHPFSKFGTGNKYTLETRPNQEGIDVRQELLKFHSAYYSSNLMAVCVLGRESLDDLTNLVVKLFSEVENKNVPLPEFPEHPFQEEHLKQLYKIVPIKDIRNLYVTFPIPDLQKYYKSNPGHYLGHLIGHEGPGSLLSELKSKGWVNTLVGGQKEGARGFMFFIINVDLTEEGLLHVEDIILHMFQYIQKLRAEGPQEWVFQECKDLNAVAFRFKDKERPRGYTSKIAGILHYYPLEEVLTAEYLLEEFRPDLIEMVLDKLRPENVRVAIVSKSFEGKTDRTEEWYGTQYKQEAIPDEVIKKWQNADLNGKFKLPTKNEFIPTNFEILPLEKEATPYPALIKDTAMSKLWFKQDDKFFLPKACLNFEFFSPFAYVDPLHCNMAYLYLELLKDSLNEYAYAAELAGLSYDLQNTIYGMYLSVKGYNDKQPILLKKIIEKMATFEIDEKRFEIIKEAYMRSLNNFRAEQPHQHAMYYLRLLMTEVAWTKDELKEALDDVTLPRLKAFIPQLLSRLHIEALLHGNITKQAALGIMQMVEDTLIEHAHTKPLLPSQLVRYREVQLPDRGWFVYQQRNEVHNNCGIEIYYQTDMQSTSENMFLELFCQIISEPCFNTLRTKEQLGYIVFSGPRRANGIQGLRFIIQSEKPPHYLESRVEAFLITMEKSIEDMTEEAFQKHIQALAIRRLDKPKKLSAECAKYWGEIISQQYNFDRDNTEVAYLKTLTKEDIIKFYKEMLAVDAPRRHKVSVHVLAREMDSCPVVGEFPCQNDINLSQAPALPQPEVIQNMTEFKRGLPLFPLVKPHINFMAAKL
* hit, by the source's call.

IDE cell inh	structure
-1	O=C1NC(Cc2ccc(O)cc2)c2nc3cc(F)ccc3c(=O)n2-c2cc(Cl)ccc21 (stereo unspecified)
-1	CCc1ccc(/C=C2/Sc3ccccc3N(CC(=O)NCCCOC)C2=O)cc1
3	Cc1cnc(SCCc2ccncc2)nc1C
0	O=C(NCCN1CCOCC1)c1cc(Sc2ccccc2Cl)nc2ccccc12
3	C=CCOc1c(Cl)cc(CNc2ccc(C)c(Cl)c2)cc1OC
2	COC(=O)c1cc(=O)n(Cc2ccccc2)c(=NCc2ccccc2)s1
3	CCCCCCCCCCC(=O)Nc1cccnc1
3	COc1cc(NS(=O)(=O)c2ccc(NC(=O)c3ccc(S(=O)(=O)N4CCCC4)cc3)cc2)ncn1
-5	O=S(=O)(c1ccccc1)N1N=C(c2ccccc2)CC1c1ccco1 (stereo unspecified)
4	C#CCOCCOCCOCCNc1nc(N2CCN(C(=O)[C@H](Cc3ccc(O)cc3)n3cc([C@@H](N)CC(C)C)nn3)CC2)nc(N2CCN(C(=O)[C@H](Cc3ccc(O)cc3)n3cc([C@@H](N)CC(C)C)nn3)CC2)n1
10	CC1(OC(=O)c2ccc(Cl)nc2)C(=O)C=C2C=C(c3ccsc3)OC=C2C1=O (stereo unspecified)
4	Cc1c(-c2ccncc2)oc2ccc(Br)cc2c1=O
0	O=C(NNC(=O)C1C2CCC(C2)C1C(=O)O)c1ccc(Br)o1 (stereo unspecified)
-1	Cc1nc2nc(-c3ccc(Cl)cc3)nn2c(C)c1Cl
-4	CC(=O)Nc1ccc(NC(=O)c2ccc(COc3ccc4c(C)cc(=O)oc4c3)cc2)cc1
6	CC(C)(C)c1ccc(OC(=O)c2ccc(-n3cncn3)nc2)cc1
-2	C#CCOCCOCCOCCNc1nc(N2CCN(C(=O)[C@H](CCC(=O)O)n3cc(C(N)CC(C)C)nn3)CC2)nc(N2CCN(C(=O)[C@H](Cc3ccc(O)cc3)n3cc(C(N)[C@H](C)CC)nn3)CC2)n1 (stereo partly specified)
0	COc1ccc(C)cc1NC(=S)NC12CN3CN(CN(C3)C1)C2
8	O=C1CCCCC1C(O)c1ccc(Cl)cc1 (stereo unspecified)
0	CN(Cc1cc([N+](=O)[O-])c2cccnc2c1O)C1CCCCC1
9	COc1cc(/C=N/Nc2nc(N3CCCCC3)nc(N3CCCCC3)n2)ccc1OC(=O)c1ccco1
4	CC(=O)Nc1cccc(NC(=O)c2oc3ccccc3c2C)c1
-5	COc1ccc(N2CCN(C(=O)c3ccc4c(c3)[nH]c(=S)n3c5ccccc5nc43)CC2)cc1
-2	CCc1ccc2nc(N3C(=O)c4oc5ccccc5c(=O)c4C3c3ccc(OC)c(OC)c3)sc2c1 (stereo unspecified)
3	O=C(COC(=O)c1ccccc1NC(=O)C1CC1)c1ccc2c(c1)OCCO2
-1	O=C(CCCc1ccccc1)NCc1ccccc1
2	O=C(c1ccc(F)cc1)[C@@H]1[C@@H](C(=O)c2ccccc2)[C@@]2(C(=O)Nc3ccccc32)[C@H]2c3ccccc3C=CN12
-3	COC(=O)c1ccc(Oc2nc(NC(C)(C)C)nc(N3CCOCC3)n2)cc1
2	CCOc1cc(/C=C2/SC(=S)N(C)C2=O)ccc1Oc1ccc([N+](=O)[O-])cc1[N+](=O)[O-]
-1	O=C(CN1C(=O)COc2ccc(S(=O)(=O)N3CCCC3)cc21)NC1CCCCCCC1
1	Cc1ccccc1OCC(=O)NCC(=O)N/N=C/c1cccc([N+](=O)[O-])c1
0	Cc1nc2ccccn2c1/C(O)=C1\C(=O)C(=O)N(CCCN(C)C)C1c1ccc(F)cc1 (stereo unspecified)
-3	COc1ccccc1CNC(=O)c1cn(C)c2ccc(S(=O)(=O)N3CCCCC3)cc2c1=O
3	Cc1cc(C)n2nc(SCc3nnc(-c4ccc(F)cc4)o3)nc2n1
5	CCN(CC)S(=O)(=O)c1ccc(OC)c(NC(=S)Nc2cccc(C)c2)c1
3	CN(C)CCc1c[nH]c2ccc(C[C@H]3COC(=O)N3)cc12
-4	Cc1c(Cl)c(C(=O)Nc2nc3ccccc3n2CCN2CCCCC2)nn1C
2	O=C(c1ccc(-c2ccccc2)cc1)c1ccc([N+](=O)[O-])cc1
2	COc1ccc(CCNC(=O)CSc2nnc(-c3ccco3)c(-c3ccco3)n2)cc1OC
1	Cc1ccc2cc(C)c3nnc(SCC(=O)N4CCCc5ccccc54)n3c2c1C
-5	CCOc1cc(-c2nc(-c3cc(OC)c(OC)c(OC)c3)no2)cc(OCC)c1OCC
-2	CCOC(=O)c1cc(-c2ccc(C)c([N+](=O)[O-])c2)nc2c1c(=O)n(C)c(=O)n2C
0	COc1cc(CNCCN2CCOCC2)ccc1OCc1c(Cl)cccc1Cl
-7	CC1(OC(=O)c2ccc(Cl)nc2)C(=O)C=C2C=C(C3CC3)OC=C2C1=O (stereo unspecified)
-1	O=C(NC(=O)c1ccc(Cl)cc1)Nc1ccc(-c2cnco2)cc1

Laid out differently: results already given.
Compound,IDE cell inh
Cc1c(Cl)c(C(=O)Nc2nc3ccccc3n2CCN2CCCCC2)nn1C,-4
Cc1cc(C)n2nc(SCc3nnc(-c4ccc(F)cc4)o3)nc2n1,3

(next part)
IDE cell inh	structure
3	O=C(Nc1cccc(F)c1)c1cc(S(=O)(=O)N2CCC3(CC2)OCCO3)ccc1F
3	O=[N+]([O-])c1ccc(C23CC4CC(CC(O)(C4)C2)C3)cc1
8	Nc1ccc(O)c(C(=O)O)c1
1	CCn1cc(C(=O)Nc2cc(C)ccc2C)c(=O)c2ccc(C)nc21
2	Clc1ccccc1CSc1nncn1-c1cccnc1
2	O=C(/C=C\c1ccc2c(c1)OCO2)Nc1nnc(SCC(=O)OCc2ccccc2)s1
4	COc1ccc(CCC(=O)Nc2nc(-c3ccncc3)cs2)cc1
3	O=C(COC(=O)/C=C/c1ccc(Br)o1)Nc1ccccc1F
-4	COC/C=C/C1=CC2=CC(=O)C(C)(OC(=O)c3cnc4ccccc4n3)C(=O)C2=CN1CCc1ccccn1 (stereo unspecified)
1	Cc1ccc2c(c1)-n1c(nc3cc(C)ccc3c1=O)C(Cc1ccccc1)NC2=O (stereo unspecified)
-3	COC(=O)CCC(=O)OC1(C)C(=O)C2=CN(C(CO)CO)C(c3ccc(OC)cc3)=CC2=C(Br)C1=O (stereo unspecified)
2	COc1ccc([C@@H]2C[C@@H](c3ccccc3)Oc3c(C)ccc(C(C)C)c32)cc1
1	CCOc1ncccc1C(=O)NCc1ccccc1
6	N#CC(=C=[N-])c1nc2ccccc2nc1-[n+]1cccc(NC(=O)c2ccc(F)cc2)c1
-4	Oc1c(Cl)cc(Cl)cc1C=Nc1ccccc1N1CCCC1
-5	COc1ccc(O[C@H]2C=C[C@@H](c3ccccc3)O[C@@H]2COC(=O)CC/C(C)=N/O[C@H](C)c2cn([C@@H]3COC[C@H]3O)nn2)cc1
4	Cc1cc([N+](=O)[O-])c2c(c1C)C1C=CCC1C(c1ccccn1)N2 (stereo unspecified)
9	Cc1[nH]c(=S)sc1Cc1ccc(Cl)c(Cl)c1
2	COc1ccccc1-c1nc(SCC(=O)NCC2CCCO2)c2c(=O)n(C)c(=O)n(C)c2n1 (stereo unspecified)
-1	CCn1c(CSc2nnc(-c3cccnc3)n2-c2ccccc2C)nc2cc(C(=O)O)ccc21
4	Cc1noc(C)c1S(=O)(=O)N1CCC(C(=O)N2CCN(C3CCCC3)CC2)CC1
-2	Cc1cc(C)c(C2=CC(c3ccccc3)n3ncnc3N2)cc1C (stereo unspecified)
0	N[C@@H]1CONC1=O
1	CCN(CC)S(=O)(=O)c1cccc(C(=O)N[C@@H](C)c2nc3ccccc3[nH]2)c1
-2	COC(=O)[C@@]1(Cc2ccc(F)cc2)[C@H]2c3cc(C(=O)N(C)C)n(Cc4ccc(OC(F)(F)F)cc4)c3C[C@H]2CN1C(=O)c1ccccc1
2	CCN(CC)S(=O)(=O)c1ccc(C(=O)N2CCN(CCN3C(=O)c4cccc5cccc(c45)C3=O)CC2)cc1
-1	CCOc1ccc(C2=NNC(c3cccs3)=Nc3ccc(OCC)cc32)cc1
11	CCc1ccccc1NC(=O)CSc1nc(-c2ccccc2)nn1C(=O)c1cccc([N+](=O)[O-])c1
-7	Cc1ccc(-c2nc(SCC(=O)NCCN3C(=O)CSC3=O)[nH]c2-c2ccc(C)cc2)cc1
-1	Nc1nc(N)c2nc(CNc3ccc(C(=O)NC(CCC(=O)O)C(=O)O)cc3)cnc2n1 (stereo unspecified)
11	COC(=O)C1=C(C)N(Cc2cccnc2)C(=O)/C1=C\c1cccs1
-2	Cc1nn(Cc2ccc(Cl)cc2Cl)c(Cl)c1/C=N/NC(=O)CNc1cccc(C(F)(F)F)c1
3	C[C@H](C(=O)C=[N+]=[N-])N1C(=O)c2ccccc2C1=O
-3	CN1CCN(C(c2ccc(C(F)(F)F)cc2)c2cc(Cl)c3cccnc3c2O)CC1 (stereo unspecified)
6	COc1ccc(C(=O)Nc2ccc3nc(N4CCCCC4)cc(C)c3c2)c(OC)c1
6	O=Cc1coc2c(ccc3ccccc32)c1=O
1	CC(C)CCN(C(=O)COc1ccc(C#N)cc1)c1c(N)n(Cc2ccccc2)c(=O)[nH]c1=O
3	CC(C)OC(=O)c1c2nc3ccccc3nc2n2c1[nH]c(=O)c1ccccc12
1	COc1cccc2[nH]c3c(N4CCN(Cc5ccc6c(c5)OCO6)CC4)ncnc3c12
3	COC(=O)C1=C(C)N(Cc2ccco2)C(=O)N[C@H]1c1ccc(Br)cc1
-2	Cc1cccc(CN2CCN(CCCc3ccccc3)CC2)c1
-7	Cc1ccc(C2=NCN(c3ccc(C(=O)O)cc3)C(=S)N2)cc1
-5	Cc1ccc(C)n1-c1ccc2c(c1)COC2=O
12	O=C(Nc1ccccn1)c1ccc2nc(-c3ccccc3)c(-c3ccccc3)nc2c1
5	O=C(CSc1nc(-c2ccccc2F)nc2nc[nH]c12)Nc1c(Cl)cc(Cl)cc1Cl
-17	CCOc1ccc(N/C(=C(/C(Cl)=C(Cl)Cl)[N+](=O)[O-])n2cncn2)cc1
1	O=C(/C=C/c1ccccc1[N+](=O)[O-])Oc1ccccc1
2	Cc1ccc2c(c1)-n1c(nc3ccc(C)cc3c1=O)C(Cc1ccccc1)NC2=O (stereo unspecified)
6	Cc1ccc(-n2[nH]c(C)c(C=Nc3ccc(S(=O)(=O)Nc4nccs4)cc3)c2=O)cc1
14	O=c1c2cc(-c3ccccc3)sc2nc2n1CCC2
1	S=C(Nc1ccccc1)N1CCN(C(=S)Nc2ccccc2)CC1
-1	CN(C)CCCN1C(=O)C(O)=C(C(=O)c2cccs2)C1c1cccc([N+](=O)[O-])c1 (stereo unspecified)
-2	Cc1cc(C)nc(/N=C(/NC(=O)Nc2ccc(Cl)c(Cl)c2)Nc2ccccc2)n1
6	O=c1oc2ccc([N+](=O)[O-])cc2c(N2CCOCC2)c1[N+](=O)[O-]
5	N#Cc1cc2c(N)c(C(=O)Nc3ccccc3)sc2nc1N
-1	O=C(O)c1ccccc1-n1ncc2c1/C(=C/c1ccc(Cl)cc1)CC2
-1	COc1ccccc1NC(=O)C1C2C=CC(O2)C1C(=O)O (stereo unspecified)
0	Cc1cc(=O)[nH]c(N/N=C/c2ccc([N+](=O)[O-])cc2)n1
9	Cc1ccc(CNC(=O)c2cn(C3CCCC3)c(=O)c3c2c2ccccc2n3C)o1
0	CCOC(=O)c1ccc(NS(=O)(=O)c2ccc(Cl)nc2)cc1

Additional results follow.
IDE cell inh	structure
0	O=C(Nc1ccc(C2=NCCN2)cc1)c1ccc(Cl)c(C(=O)Nc2ccc(C3=NCCN3)cc2)c1
-11	COc1ccc(Cn2c(-c3ccc(OC)cc3)nc3c(c(=O)c4ccccc4n3C)c2=O)cc1
1	CCOc1ccc(-c2cc(C(=O)NN3CCN(C)CC3)c3cc(Cl)ccc3n2)cc1
0	CSc1ccc(C2c3[nH]c4ccccc4c3CCN2C(=O)c2cc(C)n(C)n2)cc1 (stereo unspecified)
0	Cc1cccc(C(=O)O/N=C/c2c(N3CCOCC3)n(C)c3ccccc23)c1
-3	O=C(Nc1nc2ccc(SC(F)F)cc2s1)c1ccc2c(c1)S(=O)(=O)c1ccccc1C2=O
3	O=c1c2ccccc2nnn1CSc1nnc2sc3ccccc3n12
4	COc1cc2[nH]c(C(=O)NN)c(N)c2cc1OC
2	O=[N+]([O-])c1cccc(N=Cc2sc3ccccc3c2O)c1
-3	O=C1c2ccccc2C(=O)C1C1=Nc2ccccc2NC(c2ccccc2)C1 (stereo unspecified)
0	COc1cccc(-n2c(N)c(C#N)c3ccc([N+](=O)[O-])cc3c2=O)c1

In the list so far, 13 have an NH in an aromatic ring:
IDE cell inh	structure
-5	COc1ccc(N2CCN(C(=O)c3ccc4c(c3)[nH]c(=S)n3c5ccccc5nc43)CC2)cc1
3	CN(C)CCc1c[nH]c2ccc(C[C@H]3COC(=O)N3)cc12
9	Cc1[nH]c(=S)sc1Cc1ccc(Cl)c(Cl)c1
1	CCN(CC)S(=O)(=O)c1cccc(C(=O)N[C@@H](C)c2nc3ccccc3[nH]2)c1
-7	Cc1ccc(-c2nc(SCC(=O)NCCN3C(=O)CSC3=O)[nH]c2-c2ccc(C)cc2)cc1
1	CC(C)CCN(C(=O)COc1ccc(C#N)cc1)c1c(N)n(Cc2ccccc2)c(=O)[nH]c1=O
3	CC(C)OC(=O)c1c2nc3ccccc3nc2n2c1[nH]c(=O)c1ccccc12
1	COc1cccc2[nH]c3c(N4CCN(Cc5ccc6c(c5)OCO6)CC4)ncnc3c12
5	O=C(CSc1nc(-c2ccccc2F)nc2nc[nH]c12)Nc1c(Cl)cc(Cl)cc1Cl
6	Cc1ccc(-n2[nH]c(C)c(C=Nc3ccc(S(=O)(=O)Nc4nccs4)cc3)c2=O)cc1
0	Cc1cc(=O)[nH]c(N/N=C/c2ccc([N+](=O)[O-])cc2)n1
0	CSc1ccc(C2c3[nH]c4ccccc4c3CCN2C(=O)c2cc(C)n(C)n2)cc1 (stereo unspecified)
4	COc1cc2[nH]c(C(=O)NN)c(N)c2cc1OC

This is a subset, so the mix of outcomes need not match the whole.
